NCI-60 one-dose screen, 48 h, at 10 µM unless noted. Numbers give growth in % (100 = growth as untreated, 0 = no growth, -100 = all killed).
HL-60(TB) – HL-60(TB) leukemia cells | 78,000 compounds, 9% hits; active = growth percent below 10
* marks the source's active call; other numbers are inactive results; & = joins results of further samples; [ ] = dose if it differs, or a comment. An excerpt, so the mix of outcomes need not match the whole.

SMILES	HL-60(TB)
CSc1ccccc1C(=O)Nc1nc(-c2ccccn2)cs1	101
COc1ccc(-c2nnc(COc3ccc(NS(=O)(=O)c4ccc(OC)cc4)cc3F)o2)cc1	77
Cc1ccc(S(=O)(=O)NC(=O)NN2CC3CCCC3C2)cc1 (stereo unspecified)	100&105
Clc1cccc(CNc2c3ccccc3nc3ccccc23)c1	9.0*
CN1CCN(CC(=O)Nc2ccc(-c3nc4ccccc4s3)cc2)CC1	96
CCOC(=O)CC[C@H](NC(=O)c1ccc(NC(=O)Cn2cnc3c(c(C)nn3-c3ccccc3)c2=O)cc1)C(=O)OCC	103
O=P1(NC2CCCC2)OCC2(CO1)COP(=O)(NC1CCCC1)OC2 (stereo unspecified)	107
O=C(CC(O)(C(F)(F)F)C(F)(F)Cl)CC(O)(C(F)(F)F)C(F)(F)Cl (stereo unspecified)	96
Clc1ccc(-c2cc(-c3ccccc3)nc(N3CCN(CCCNc4ccnc5cc(Cl)ccc45)CC3)n2)cc1	-39*
Cc1c(OCC(F)(F)F)ccnc1CS(=O)c1nc2ccccc2[nH]1 (stereo unspecified)	89
Cc1ccc(-c2nnc(-c3nc4ccccc4nc3Cl)o2)cc1	101
COC(=O)[C@H]1CCCN1C(=O)[C@H]1CCCN1C(=O)[C@@H](Cc1c[nH]c2ccccc12)NC(=S)Nc1cc(C(F)(F)F)cc(C(F)(F)F)c1	31
C/C(=C\C(=O)OCCCCCCCCC(=O)O)C[C@@H]1OC[C@H](C[C@@H]2O[C@H]2[C@@H](C)[C@H](C)O)[C@@H](O)[C@H]1O	112
COc1ccccc1Cn1cc(C#N)c(N)c1C(=O)c1ccc(Br)cc1	93
O=C(O)CNC(=O)CF	105
O=C(c1ccccc1)c1c(-c2ccccc2)oc2c1CNC1C(O)=CC=CC21 (stereo unspecified)	43
O=C(NCCCNc1cc(-c2cn(-c3ccccc3)nc2-c2cccc(O)c2)ccn1)Nc1ccc(Cl)c(Cl)c1	61
O=C(Nc1nc(-c2ccc(Cl)cc2)cs1)c1ccccc1CN1C(=O)c2ccccc2C1=O	97
O=C1OC(c2nc3ccccc3s2)=C/C1=C\c1cccc(Cl)c1	100
CC(C)OC(=O)Oc1ccc(Cl)cc1	101
O=C(C(=O)c1ccc(Br)cc1)c1ccc(Br)cc1	79
CC(=O)O[C@H]1CC[C@@]2(C)C(=CC[C@@H]3[C@@H]2CC[C@]2(C)C(c4cccnc4)=CC[C@@H]32)C1	4.4*
O=C(NCc1ccccc1)C(c1ccc(Br)cc1)N(C(=O)CCc1ccccc1)C1CC1 (stereo unspecified)	95
CC(=O)Nc1ccc2c(c1)/C(=C\C=C/c1ccc([N+](C)(C)C)cc1)c1ccccc1-2	44
CC(C)=CCC/C(C)=C/CCc1ccc2c(c1)C(=O)c1ccccc1C2=O	99
CC(C)C(NC(=O)CCOCCOCCOCCOc1cccc2c1C(=O)N(C1CCC(=O)NC1=O)C2=O)C(=O)N1CCN(c2cc(-c3ccccc3O)nnc2N)CC1 (stereo unspecified)	111[1 µM]
O=C(CCN1CCCC1)Nc1ccc2c(NCc3ccccc3)c3ccccc3nc2c1	-41*
CN(C)C1C(=O)C(C(N)=O)=C(O)C2(O)C(=O)C3=C(O)c4c(O)cccc4C(C)(O)C3CC12.[Cl][Sb]([Cl])[Cl] (stereo unspecified)	31
Nc1ccccc1-c1nc2ccncc2[nH]1	80
Cc1ccc(Cl)cc1NCN1C(=O)c2ccccc2C1=O	129
NS(=O)(=O)c1ccc(C(=O)N=Nc2c(O)n(Cc3ccccc3)c3ccccc23)cc1	100
Cn1c(=O)c2c(nc(CCc3ccccc3)n2C)n(C)c1=O	95
COc1ccc2c(c1)O/C(=C/c1ccc(OCC(=O)Nc3ccc(S(N)(=O)=O)cc3)cc1)C2=O	90
O=c1ccc2cnc3sc(-c4ccccc4)nc3c2[nH]1	54
COc1ccc(-c2nn3c(Cc4ccc(Cl)cc4)nnc3s2)cc1OC	91
Fc1ccc(-c2nc(-c3nc4ccc(Cl)cc4[nH]3)cc3c2[nH]c2ccccc23)cc1	62
CCOC(=O)C(C#N)=C(c1ccccc1)c1ccccc1	89
O=C1N/C(=C\c2nc3ccccc3s2)c2ccccc21	81
C#C[C@]1(O)CC[C@H]2[C@@H]3CC=C4c5sc(N(C)c6ccccc6)nc5CC[C@]4(C)[C@H]3CC[C@@]21C	62
Cc1ccc[n+](/C=C/c2ccccc2)c1	137

Taken from the entries so far for reference:
SMILES	HL-60(TB)
NS(=O)(=O)c1ccc(C(=O)N=Nc2c(O)n(Cc3ccccc3)c3ccccc23)cc1	100
Cn1c(=O)c2c(nc(CCc3ccccc3)n2C)n(C)c1=O	95
COc1ccc2c(c1)O/C(=C/c1ccc(OCC(=O)Nc3ccc(S(N)(=O)=O)cc3)cc1)C2=O	90
O=c1ccc2cnc3sc(-c4ccccc4)nc3c2[nH]1	54
COc1ccc(-c2nn3c(Cc4ccc(Cl)cc4)nnc3s2)cc1OC	91
Fc1ccc(-c2nc(-c3nc4ccc(Cl)cc4[nH]3)cc3c2[nH]c2ccccc23)cc1	62

Following part
SMILES	HL-60(TB)
COc1ccc(/C=C2\Cc3cc4c(cc3C2=O)OCO4)c(OC)c1	120
CCN1C(=O)N(CC)C2Nn3c(s/c(=C\c4cnc(C)n4C)c3=O)=NC21 (stereo unspecified)	107
S=C1Nc2ccccc2C1(C1=CNC2C=CC=CC12)C1=CNC2C=CC=CC12 (stereo unspecified)	124
N#Cc1ccc(S(=O)(=O)Nc2cccc3[nH]cnc23)cc1	98
Oc1ccc2c(c1)CCC2	79
COc1ccc(Cn2cc(C#N)c(N)c2C(C)=O)c(OC)c1	99
Oc1ccccc1CN1CCN(C(c2ccccc2)c2ccccc2)CC1	117
CN1NCc2cncnc21	136
CC1(O)c2cccc(Sc3ccccc3)c2C(C)(O)c2c(Sc3ccccc3)cccc21 (stereo unspecified)	51
CC(O)C(=O)NC1CCCCC1 (stereo unspecified)	109
COCCn1cc(-c2csc(-c3c[nH]c4ccc(F)cc34)n2)c2cccnc21	14
COc1cc2c(cc1OC)/C(=C\C#N)NCC2	93
C=C(C)CN=CC1(C)CCC(C)=CO1 (stereo unspecified)	100
O=c1[nH][nH]c(=O)[nH]1	121&109
CC1=C(c2ccccc2)C(O)(c2ccccc2)C(C)C1=O (stereo unspecified)	60
O=C1C=CC(=O)N1C(=O)NC(NC(=O)N1C(=O)C=CC1=O)c1ccc2c(c1)OCO2	125
O=C1C[C@@H]2/C(=C(O)\C=C\c3ccccc3)C(=O)C=C[C@@H]2O1	13
O=S(=O)(c1ccc(Br)cc1)c1ccc(Br)cc1	99
CCOC(=O)C1=C(C)N2c3ccccc3-c3ccnn3C2CC1 (stereo unspecified)	93
COc1ccc(C#Cc2cccc(C#CCCCCN3CCCCC3=O)c2)cc1	67
COc1ccc(-c2nnc(COc3ccc(N=C4NC(=O)CS4)cc3)o2)cc1	82
CC1(C)[C@@H](O)CC[C@]2(C)[C@H]3CC[C@@H]4[C@H]5[C@H](C(=O)/C=C/c6cccnc6)CC[C@]5(CO)CC[C@@]4(C)[C@]3(C)CC[C@@H]12	80
COc1ccc(OC)c(-c2ccc(-c3ccccc3N)c3[nH]c4ccccc4c23)c1	93
COc1ccc(C(=O)n2nc(-c3ccccc3)nc2N)cc1	76
CCOC(=O)C1=C(C)NC(=O)NC1c1ccc(OCc2cn(-c3ccc(C(=O)O)cc3)nn2)c(OC)c1 (stereo unspecified)	108
C/C(=C1/C(=O)Nc2ccccc21)c1ccc(NS(C)(=O)=O)cc1	97
CCC(CC)NCC(C)OC(=O)c1ccc([N+](=O)[O-])cc1 (stereo unspecified)	106
OCCCNCc1ccccc1	99&97
CC(/C=C1\SC(=S)N(CCC(=O)NC(CC(C)C)C(=O)O)C1=O)=C\c1ccccc1 (stereo unspecified)	103
COc1ccc(CCC(=O)O)c(C(CC(=O)O)C(=O)O)c1OS(=O)(=O)c1ccc(C)cc1 (stereo unspecified)	107
CC(/C=C/C(=O)c1c(O)c(-c2ccc(O)cc2)c[nH]c1=O)=C\[C@H](C)[C@H](C)O	61
COc1ccc(C2C(c3ccccc3)C(=O)N2c2cc(OC)c(OC)c(OC)c2)cc1I (stereo unspecified)	-32*
Cc1sc2nc3c4ccccc4c(NCCCN(C)C)nn3c(=O)c2c1C	-71*
CN1CCN(Cc2ccc(NC(=O)c3cncc(C#Cc4c(N)ncc5ccc(F)cc45)c3)cc2C(F)(F)F)CC1	17
O=S(=O)(NCCNc1nccc(-c2c(-c3cccc(F)c3)nc3occn23)n1)c1ccc(C(F)(F)F)cc1	106
CC(O)CN1CCCC1 (stereo unspecified)	85
NC(=O)Cc1ccc(N)cc1	129
CCOC(=O)c1c(C)nc2c(c1N)/C(=C/c1ccc[nH]1)C(=O)N2c1ccc(OC)cc1	91
O=C1NC(=O)C(=Cc2ccccc2[N+](=O)[O-])C(=O)N1	103&105
NC(CSCC(=O)O)C(=O)O (stereo unspecified)	108
Cc1ccc(S(=O)(=O)Nc2cc(Sc3ccccc3)c(O)c3ccccc23)cc1	-31*
Nc1cc(S(=O)(=O)O)ccc1Cl	84
O=C(/C=C/C(Cl)(Cl)Cl)Nc1ccc(Cl)cc1	35
CN1C2CNC(=O)CC1C1CCC2C1 (stereo unspecified)	100
Cc1ccc(C#CC(C)(O)C(C)(C)C)cn1 (stereo unspecified)	114
CCOC(=O)c1c2c(cn1Cc1cc(OC)ccc1OC)-c1oncc1CC2	90
Cc1c(Cl)ccc(O)c1C(=O)N[C@@H](Cc1c[nH]c2ccccc12)C(=O)O	90
O=S(=O)(c1cc(Cl)ccc1O)c1cc(Cl)ccc1O	74
O=C(CCN1CCCC1)Nc1ccc2c(Nc3ccccc3)c3ccccc3nc2c1	-46*
CCOC(=O)c1c[nH]cc1C	118
Next section:
SMILES	HL-60(TB)
O=C(CSc1cc[n+](CCCCCO)c2ccccc12)n1ccc2ccccc21	115
Cc1ccc(C(=O)CSc2nnc(-c3ccc(-c4ccc(Cl)cc4)nc3C)o2)cc1	103
COC(=O)[C@@H](Cc1ccccc1)n1cc(COC(=O)c2cccc3c(=O)c4ccccc4[nH]c23)nn1	103
OCC(O)CNc1oc(-c2ccccc2)nc1[P+](c1ccccc1)(c1ccccc1)c1ccccc1 (stereo unspecified)	57
CC(C)CCn1cnc2c(=S)nc(N)[nH]c21	103
COc1ccc2c(c1)nc(N)c1c3ccccc3cn21	67
Cc1cc(N(CCNc2ccnc3cc(Cl)ccc23)Cc2ccco2)nc(Cl)n1	-62*
Cc1ccc2c(c1)=C/C(=C\c1cc(-c3ccccc3)oc1O)C(=O)N=2	98
Cn1c(=O)c2[nH]cnc2n(C)c1=O (tested in a mixture with another compound)	102&102
CNC(=S)N/N=C(/C)CCc1c(C)nn(C(=S)NC)c1C	97
CCOC(=O)C1=CSC2=NC3=C(CCCC/C3=C\c3ccc(OC)cc3)C(c3ccc(OC)cc3)N12 (stereo unspecified)	69
N#Cc1c(-c2cccs2)cc(-c2cnccn2)nc1SCC(=O)c1ccc(Br)cc1	132
COc1ccc(C2C=C(c3ccc(Cl)c(Cl)c3)N=C3SC(C)=CN32)cc1OC (stereo unspecified)	63
CC(C)CCc1ccccn1	87
O=c1[nH]c2cc(Cl)ccc2nc1/C=C(O)/C=C/c1ccccc1	98
CCN1CCCC1CNC(=O)c1cc(S(=O)(=O)CC)c(N)cc1OC (stereo unspecified)	87
CCOC(=O)C(C)(F)C#N (stereo unspecified)	103
Cc1cc(O)c(C2=NN(c3ccc(S(N)(=O)=O)cc3)C(c3ccccc3Cl)C2)cc1Cl (stereo unspecified)	-30*
O=C(N=Nc1c(O)[nH]c2ccc(Cl)cc12)c1ccc2nc(-c3ccccc3)[nH]c2c1	72
CN(CCO)CCc1ccccc1	101
CCOC(=O)Cc1ccc(C)cc1	88
CCCCNc1ccncc1CO	121
COc1cc2c(c(OC)c1OC)C(=O)CC(c1cccc([N+](=O)[O-])c1)O2 (stereo unspecified)	95
N#CC(C(=N/O)/C(=N/O)C(C#N)c1ccc(Cl)cc1)c1ccc(Cl)cc1 (stereo unspecified)	74
C=CCCCCCCCCC(=O)OC1CCCC1	94
CCOC(=O)CNC(=O)c1c(C)[nH]c(-c2nc3ccccc3[nH]2)c1C	114
COc1cccc(-c2nc(SCC(=O)Nc3ccc(C(=O)/C=C/c4ccc(Cl)cc4)cc3)[nH]c(=O)c2C#N)c1	101
CC1=CC2C3C(CC(=O)C24C(=O)NC(CC(C)C)C4C1C)C1OC3(C)CCC1O (stereo unspecified)	100
O=C1c2c[n+](Cc3ccccc3)ccc2-c2nc3ccccc3c3ccnc1c23	-30*

Molecules shown so far that contain bromine (five):
SMILES	HL-60(TB)
COc1ccccc1Cn1cc(C#N)c(N)c1C(=O)c1ccc(Br)cc1	93
O=C(C(=O)c1ccc(Br)cc1)c1ccc(Br)cc1	79
O=C(NCc1ccccc1)C(c1ccc(Br)cc1)N(C(=O)CCc1ccccc1)C1CC1 (stereo unspecified)	95
O=S(=O)(c1ccc(Br)cc1)c1ccc(Br)cc1	99
N#Cc1c(-c2cccs2)cc(-c2cnccn2)nc1SCC(=O)c1ccc(Br)cc1	132
